# Screening data: PubChem, several laboratories
# NOD2 inhibition: NOD2 signaling inhibitors, cell-based, luminescence, uHTS, HEK293 (AID 1566) | HEK293 NOD2/NF-kB luciferase reporter, luminescence; higher % means a stronger effect | inhibition, % at 4 µM; hits with a dose series show EC50 in µM | 290,000 compounds, 0.63% hits; note: many of its hits are not listed in these tables
# Hep lipid drop: hepatic lipid droplet formation modulation. inhibition, % at 6.5 µM. 240,000 compounds, 0.4% hits. AID 1656. AML12 mouse hepatocytes, oleate lipid droplets, BODIPY imaging;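 active = lipid droplet intensity inhibited by at least 50%, with more than 500 cells counted; inconclusive = wells with under 300 cells, treated as cytotoxic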
#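 Assay system: AML12 hepatocytes (mouse) / Also added: 100 µM oleic acid challenge / Times: overnight treatment with compound plus oleate / Detection: high-content imaging of BODIPY-stained droplets and DAPI nuclei / Evaluation: % inhibition of lipid droplet signal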
# LYP inhibition: PTPN22 lymphoid phosphatase activity blockers – biochemical, fluorescence intensity, uHTS (AID 1779) | recombinant LYP phosphatase, fluorescence intensity; higher % means a stronger effect | one-dose inhibition, % at 11.5 µM; IC50 in µM for titrated hits | 290,000 compounds, 0.054% hits;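 note: plate controls were vehicle with enzyme for no effect and no enzyme for full effect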
# Myeloid diff MLP: promotes myeloid progenitor differentiation | ER-HoxA9 myeloid progenitors, lysozyme-GFP differentiation, flow cytometry | calls only at 10 µM | 360,000 compounds, 1% hits | AID 624256;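 active = normalized GFP-positive differentiation at or above the plate's own cutoff, the solvent-only control mean plus 3 SD; inconclusive = no clear call, values can overlap the other calls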;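 note: cells exposed to compound for four days before flow analysis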
# NS5 inhibitors: Dengue-2 NS5 methyltransferase inhibitors, primary screen, biochemical, confirmation dose response (AID 588689); Dengue-2 NS5 methyltransferase capping enzyme assay, biochemical; higher % means a stronger effect; inhibition, % at 25 µM, or IC50 in µM where a hit was titrated; 340,000 compounds, 0.3% hits; in the data active = a potency from the dose series; inconclusive = inhibition above about 29% without an active follow-up result
# XIAP displacement: XIAP antagonists, biochemical, IAP family, fluorescence polarization (AID 1018). XIAP BIR domain, fluorescence polarization peptide displacement; higher % means a stronger effect. displacement, % at 20 µM; hits with a dose series show IC50 in µM. 200,000 compounds, 0.007% hits; in the data active = displacement above about 50%; note: a part of the inactive calls stands beside numbers as strong as those of hits
# Siah-1 displacement: blockers of Siah-1 interaction with plectin peptide – biochemical, fluorescence polarization, rhodamine-plectin, uHTS, primary screen (AID 1817); one-dose displacement, % at 20 µM; IC50 in µM for titrated hits; 290,000 compounds, 0.02% hits; Siah-1 / rhodamine-plectin peptide fluorescence polarization; higher % means a stronger effect;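 active = displacement of at least 50% at 20 µM, with a fluorescence ratio check between 0.3 and a set limit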;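 note: plate controls were Siah plus tracer with DMSO for no effect and tracer alone without Siah for full effect; strong numbers were not always called active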
# AID2073: disruptors of CaV2.2 binding to Mint1 – biochemical, HTRF (AID 2073); HTRF protein-protein interaction, Mint1-CaV2.2; higher % means a stronger effect; 290,000 compounds, 0.19% hits; inhibition, % at 20 µM; hits with a dose series show IC50 in µM; in the data active = inhibition mostly above about 51%, no sharp cut-off; inconclusive = no clear call, values can overlap the other calls; inactive = mostly below about 53%; note: some results filed as inactive read as strong as hits
# HIV peptide binding: inhibitors of HIV fusion peptide binding, primary screen, biochemical, uHTS, fluorescence dequenching (AID 1986); inhibition, % at 20 µM, or IC50 in µM where a hit was titrated; 290,000 compounds, 0.3% hits; cell-free peptide binding, fluorescence dequenching, 30 min; higher % means a stronger effect; in the data active = inhibition mostly above about 52%, no sharp cut-off; inactive = mostly below about 76%; note: some results filed as inactive read as strong as hits
# Hep lipid drop cells 6.5 µM: recorded beside Hep lipid drop, whose call it bears; cell count; measured here: cell count, cytotoxicity flag;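 cells counted across two imaged fields per well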
# NS5 inhibitors pilot replicate: recorded beside NS5 inhibitors, whose call it bears; inhibition, %; measured here: pilot screen replicate inhibition
# Myeloid diff MLP GFP+ MAC1+ %: further read-out of Myeloid diff MLP, marked with its call; GFP+ MAC1+ double positive, %; measured here: differentiation confirmed by MAC1 staining
# Starred values were filed as active, the others as inactive; i = inactive; ? = inconclusive; · = no result given. Cut-off read from the data, not from the text of the source, unless noted: active = inhibition above about 50%; inactive = the rest. A portion of the library. The share of hits here may be higher or lower than overall.
SMILES,NOD2 inhibition,Hep lipid drop,Hep lipid drop cells 6.5 µM,LYP inhibition,Myeloid diff MLP,Myeloid diff MLP GFP+ MAC1+ %,NS5 inhibitors,XIAP displacement,Siah-1 displacement,AID2073,HIV peptide binding,others
CCCC(CCC(=O)Nc1cccc([N+](=O)[O-])c1)C(=O)O (configuration not stated),25%,22,681,-2%,i,0.1,-4%,·,12%,6%,0.8%,
O=C(COC(=O)/C=C/c1nc2ccccc2s1)Nc1cccc(Cl)c1Cl,11%,7,646,-8%,i,0.2,-4%,-5.7%,5%,3%,3.6%,
O=C(CCNS(=O)(=O)c1ccc(Br)cc1)NCc1ccc(F)cc1,-1%,1,735,-6%,i,0.0,-4%,·,-5%,4%,-0.1%,
CCN(CC)c1ccc(C(=O)Nn2c(C)nc3ccccc3c2=O)cc1,4%,·,·,3%,i,0.3,-3%,·,-4%,-8%,-0.3%,
O=C(CSc1nnc(-c2ccccn2)o1)Nc1ccccc1C(F)(F)F,-38%,9,800,-5%,i,2.1,-4%,·,8%,-8%,1.2%,
CC1=Nn2c(nnc2-c2ccccc2F)SC1,3%,8,744,-1%,i,1.2,-8%,-2.4%,6%,-7%,-2.2%,NS5 inhibitors pilot replicate=-4.9
O=C(Cc1ccccc1)N1N=C(c2ccncc2)CC1(O)C(F)(F)F (configuration not stated),9%,33,690,-3%,i,0.6,-9%,·,16%,6%,-0.7%,
CN1c2ccc(Cl)cc2C(=O)NC1C1CC=CCC1 (configuration not stated),11%,3,730,-4%,i,0.4,-4%,·,14%,10%,-2.3%,
CCN1CC(CN(C)Cc2cn(-c3ccc(C)cc3)nc2-c2ccc(F)cc2)CC1=O (configuration not stated),3%,-11,743,-4%,i,0.6,3%,-4.2%,-1%,-2%,-0.6%,
CCN(CC)S(=O)(=O)c1ccc(Cl)c(NC(=O)c2ccccc2C)c1,-36%,·,·,-1%,i,0.2,1%,-2.0%,-1%,4%,-2.7%,
Fc1ccc(-n2c(=S)[nH]c3cccnc32)cc1,17%,0,850,-3%,i,1.5,-14%,·,-5%,-17%,0.3%,
Cc1ccc(S(=O)(=O)NC(=O)c2ccccc2)cc1C(C)C,4%,2,649,1%,i,0.4,4%,1.7%,0%,4%,2.6%,
COC(=O)c1cc(C(=O)c2ccc(Cl)cc2)n2c(=O)/c(=C\N(C)C)sc12,14%,-9,687,-1%,i,0.3,-31%,-0.4%,-5%,-3%,97%*,
N#Cc1ccc(CSc2nnc(Cc3cccs3)n2Cc2ccco2)cc1,9%,-8,721,-4%,i,1.1,-7%,-4.2%,2%,10%,9.2%,
COc1ccc2sc3ccccc3c(=O)c2c1,-60%,·,·,-3%,i,0.9,-1%,-6.5%,-1%,4%,0.1%,
O=C(NCc1ccc2c(c1)OCO2)C1CCN(c2nccc(C(F)(F)F)n2)CC1,-3%,4,678,-4%,i,0.4,5%,·,3%,8%,-1.0%,
C=CCn1c(=O)c2ccccc2n2c(SCc3nc4ccccc4s3)nnc12,-43%,-5,779,-6%,i,1.1,12%,-9.6%,0%,-6%,0.3%,
Cc1ccc(S(=O)(=O)N(C)C)cc1NC(=O)c1cc(=O)c2ccccc2o1,10%,14,724,-8%,?,·,-10%,·,-4%,-10%,-1.8%,
O=C(NCC(c1ccco1)N1CCN(c2ccccc2)CC1)OCc1ccccc1 (configuration not stated),-26%,1,664,-5%,i,0.0,4%,-5.7%,-5%,1%,-2.6%,
CC(C)(C)c1cc(Cl)ccc1OCCn1ccnc1,7%,-3,851,-5%,·,·,-1%,·,-1%,4%,-0.5%,
CCCc1nnc(NC(=O)CCC(=O)NCc2ccc(OC)cc2)s1,-6%,14,757,-3%,i,0.4,-9%,·,-5%,-3%,0.4%,
COc1ccc(N(C(=O)CNS(=O)(=O)c2ccccc2)C(C(=O)NCc2ccco2)C(C)C)cc1 (configuration not stated),6%,-8,768,-3%,i,0.3,-2%,-1.7%,-2%,-4%,-0.3%,
CCOC(=O)CSc1nnc(CNC(=O)Cc2ccccc2)n1C,-5%,·,·,-1%,i,8.2,-1%,1.3%,2%,3%,-1.5%,
COc1ccc(C(=O)OCC(=O)NCC2CCCCC2)cc1S(=O)(=O)N1CCCc2ccccc21,-11%,18,847,18%,i,0.6,-2%,-0.8%,1%,-2%,-1.3%,
O=C(N/N=C/c1cccc2cccnc12)c1ccccc1O,·,-10,711,-5%,i,0.4,-1%,·,-9%,0%,-0.8%,
Cc1ccccc1C(=O)N1CCN(c2ccc([N+](=O)[O-])c(N3CCOCC3)c2)CC1,15%,·,·,2%,i,0.4,-6%,1.2%,0%,-7%,-1.5%,
O=C(CCc1ccc(Oc2cc([N+](=O)[O-])cc([N+](=O)[O-])c2)cc1)N1CCCCC1,-3%,-23,681,1%,i,1.4,-1%,-4.0%,-3%,22%,-3.0%,
Cc1[nH]n2c(=O)cc(C(C)C)nc2c1-c1ccccc1,2%,·,·,2%,i,0.5,9%,-6.7%,4%,4%,-3.7%,NS5 inhibitors pilot replicate=1.1
COc1cccc(Cn2cnc3c([N+](=O)[O-])c(C)c(C)cc32)c1,18%,-8,729,7%,i,0.8,4%,-0.5%,2%,-5%,-2.1%,
CC1CN(C(=S)NC2CCCC2)CC(C)O1 (configuration not stated),-9%,-1,829,-12%,i,1.0,-5%,·,4%,-5%,2.1%,
O=C(Cn1cc(C(=O)C2CC2)c2ccccc21)NCc1ccc2c(c1)OCO2,3%,·,·,-2%,i,0.8,-7%,-4.5%,-3%,-1%,1.1%,
Cn1cccc1CNC(=S)Nc1ccccc1F,-9%,17,720,4%,i,0.8,-9%,-8.7%,-3%,-13%,-0.7%,
O=C1NC(=O)C2C3c4ccccc4C(c4ccccc43)C12 (configuration not stated),-9%,·,·,-3%,i,5.9,-5%,-6.5%,0%,-3%,9.1%,
Cc1ccc(OC(=O)c2ccc(Br)o2)cc1,-2%,·,·,0%,i,0.8,0%,-5.8%,-2%,-6%,0.2%,
O=C(OCc1nc2ccc(Cl)cc2n1CCO)c1ccccc1C(=O)c1ccccc1,10%,-12,678,-3%,i,0.7,0%,-3.5%,-6%,1%,1.0%,
COC(=O)c1cc(C(=O)Nn2cnnc2)cc([N+](=O)[O-])c1,6%,2,794,-6%,i,0.3,1%,·,9%,-4%,5.9%,NS5 inhibitors pilot replicate=2.4
O=C(NCc1ccco1)c1sc2ccccc2c1Cl,-62%,26,715,-3%,i,0.5,5%,-1.0%,3%,17%,3.6%,
Cc1ccc(C(=O)O/N=C(\N)c2ccccn2)cc1C,-58%,·,·,-10%,i,0.7,0%,·,5%,0%,-1.2%,
COCCSc1ccccc1C(=O)Nc1cc(C)on1,-2%,-4,759,-2%,i,9.1,4%,-2.4%,-4%,6%,0.0%,
Nc1nc(SCC(=O)Nc2ccc(S(N)(=O)=O)cc2)n[nH]1,6%,0,753,-10%,i,1.3,-83%,-3.5%,2%,-7%,1.3%,
COc1ccc(OCCC(=O)OCC(=O)NC(=O)NC(C)C)cc1,5%,-19,780,-8%,i,0.7,6%,0.8%,-5%,7%,-0.7%,
O=C(/C=C/Nc1ccccc1C(=O)O)c1cccs1,-42%,8,631,0%,i,1.3,-1%,-4.3%,2%,12%,7.5%,
COc1ccc(C)cc1NC(=O)C1C2C=CC(C2)C1C(=O)O (configuration not stated),2%,-3,693,0%,i,0.9,2%,-5.0%,1%,4%,-1.8%,
O=c1[nH]c(N2CCN(Cc3ccccc3)CC2)nc2c1CCC2,13%,-13,709,-4%,i,0.0,·,-6.5%,-4%,3%,-1.1%,
CSc1ccccc1NC(=O)CN(C)C(=O)Cc1c(F)cccc1Cl,3%,6,714,-9%,i,1.2,3%,·,-2%,2%,0.9%,
O=C1NCCCCC1NC1CC(=O)N(c2ccccc2)C1=O (configuration not stated),15%,·,·,-8%,·,·,-5%,-5.1%,-3%,1%,1.2%,
COc1cc(NC(=O)CSc2nnc3n2C(C)(C)Cc2ccccc2-3)cc(OC)c1,13%,·,·,-5%,i,2.7,-14%,-4.0%,-2%,-4%,2.3%,
Cc1nccc2oc(=O)c(NC(=O)c3ccc(Cl)cc3)cc12,-5%,16,693,-4%,i,0.5,-5%,-5.7%,10%,32%,-1.0%,
CC(C)NC(=O)CC1OC(=O)c2ccccc21 (configuration not stated),-2%,16,804,-4%,i,2.8,0%,-5.1%,2%,-7%,1.1%,NS5 inhibitors pilot replicate=2.4
O=C(/C=C/Nc1ccccc1)c1ccc(Oc2ncccn2)cc1,-99%,·,·,-5%,i,0.4,-4%,-5.1%,7%,1%,-2.0%,
COc1ccc(-c2ccc(OC)cc2)cc1,-25%,-11,688,0%,i,2.0,-8%,-5.8%,1%,0%,-0.7%,
C=CCCCCCCCCC(=O)N1CCN(c2cc3c(cc2F)c(=O)c(C(=O)O)cn3CC)CC1,7%,·,·,0%,i,1.2,-2%,·,0%,18%,1.2%,
CCOc1ccccc1N1C(=O)c2ccc(C(=O)O)cc2C1=O,0%,·,·,-8%,i,0.8,-3%,-6.1%,1%,1%,26%,
CCCn1c(=O)c2ccccc2n2c(SCC(=O)c3ccc(F)cc3)nnc12,-6%,4,729,-4%,·,·,·,-9.4%,-4%,23%,0.7%,
CC(=O)c1ccc(N2CCN(C(=O)CCN3C(=S)NC(C)(C)CC3C)CC2)cc1 (configuration not stated),-3%,-6,693,1%,·,·,0%,-2.4%,-1%,2%,0.5%,
Cc1cccc(C)c1OCC(O)CNC(C)(C)C (configuration not stated),9%,·,·,-9%,i,0.6,-11%,-0.4%,4%,0%,-0.1%,NS5 inhibitors pilot replicate=0.0
Cc1ncc([N+](=O)[O-])n1Cc1cccc(F)c1,2%,15,672,2%,i,0.2,-2%,-0.6%,4%,19%,-1.1%,
CSc1nnc(C)c(=O)n1COC(=O)c1cc(Cl)ccc1[N+](=O)[O-],4%,-3,671,-3%,i,0.3,3%,-1.5%,1%,33%,1.9%,
CCOC(=O)C1=C(CN2CCCCCC2)NC(=O)NC1c1ccc2c(c1)OCO2 (configuration not stated),-2%,-2,669,1%,i,0.2,-1%,-7.9%,3%,8%,1.2%,

# Entries listed so far that have bromine (two):
SMILES,NOD2 inhibition,Hep lipid drop,Hep lipid drop cells 6.5 µM,LYP inhibition,Myeloid diff MLP,Myeloid diff MLP GFP+ MAC1+ %,NS5 inhibitors,XIAP displacement,Siah-1 displacement,AID2073,HIV peptide binding,others
O=C(CCNS(=O)(=O)c1ccc(Br)cc1)NCc1ccc(F)cc1,-1%,1,735,-6%,i,0.0,-4%,·,-5%,4%,-0.1%,
Cc1ccc(OC(=O)c2ccc(Br)o2)cc1,-2%,·,·,0%,i,0.8,0%,-5.8%,-2%,-6%,0.2%,
